M5 ag = human M5 muscarinic receptor agonists, primary screen, CHO-K1 cells, Fluo-8 calcium fluorescence; CHO-K1 hM5 cells; 0% DMSO wells, 100% maximal acetylcholine response; Muscarinic acetylcholine receptor M5 (Homo sapiens), P08912; AID 624037, 2012; 0.19% of 360,000 active; activation, % at 3 µM;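 active = activation above the run's mean over test compounds plus 3 SD, cut at about 23% in these data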;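 also: signal is peak over basal fluorescence ratio across the kinetic read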
CHRM1 agonist = human M1 muscarinic receptor agonists, primary screen, Fluo-8 calcium fluorescence, CHO-K1 cells, HTS | activation, % at 3 µM | Muscarinic acetylcholine receptor M1 (Homo sapiens), P11229 | 0.33% of 360,000 active | CHO-K1 hM1, agonist mode; 0% DMSO, 100% acetylcholine EC100 | AID 588814, 2011;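 active = activation above the run's mean compound activation plus 3 SD, cut at about 16% in these data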;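 also: peak over basal fluorescence ratio within a 140 s kinetic read after compound addition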
Target sequence (P11229 whole entry, looked up): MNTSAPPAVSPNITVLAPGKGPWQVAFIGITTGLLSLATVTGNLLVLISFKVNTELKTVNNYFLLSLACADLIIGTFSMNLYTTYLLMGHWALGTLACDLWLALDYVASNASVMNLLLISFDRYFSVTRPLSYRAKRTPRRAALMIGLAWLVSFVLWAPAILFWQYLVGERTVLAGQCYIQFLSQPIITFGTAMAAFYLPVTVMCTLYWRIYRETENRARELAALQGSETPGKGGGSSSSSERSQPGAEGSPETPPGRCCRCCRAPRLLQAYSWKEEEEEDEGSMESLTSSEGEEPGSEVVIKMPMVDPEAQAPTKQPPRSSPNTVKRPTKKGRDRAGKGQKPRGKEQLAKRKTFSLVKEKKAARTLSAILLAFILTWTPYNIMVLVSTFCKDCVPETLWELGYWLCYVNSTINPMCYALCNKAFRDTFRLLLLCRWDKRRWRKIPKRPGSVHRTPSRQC
CHRM5 antagonist = human M5 muscarinic receptor antagonists, primary screen, CHO cells, Fluo-8 calcium fluorescence; inhibition, % at 3 µM; 0.59% of 360,000 active; CHO-hM5 cells, ACh EC80; AID 624040, 2012;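 active = inhibition above a per-plate cutoff, the mean of that plate's test compounds plus 3 SD, cut at about 27% in these data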;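 also: 0% = acetylcholine EC80 with DMSO and 100% = DMSO without agonist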
TAAR1 agonist = human TAAR1 agonists, primary screen, Fluo-8 calcium fluorescence, CHO RD-HGA16 cells; Trace amine-associated receptor 1 (Homo sapiens), Q96RJ0; vehicle wells 0%, saturating PEA agonist 100%; activation, % at 3 µM; 0.99% of 360,000 active; AID 624467, 2012;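 active = activation above the mean activation of all test compounds in the run plus 3 SD, cut at about 38% in these data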
Target sequence (Q96RJ0 whole entry, looked up): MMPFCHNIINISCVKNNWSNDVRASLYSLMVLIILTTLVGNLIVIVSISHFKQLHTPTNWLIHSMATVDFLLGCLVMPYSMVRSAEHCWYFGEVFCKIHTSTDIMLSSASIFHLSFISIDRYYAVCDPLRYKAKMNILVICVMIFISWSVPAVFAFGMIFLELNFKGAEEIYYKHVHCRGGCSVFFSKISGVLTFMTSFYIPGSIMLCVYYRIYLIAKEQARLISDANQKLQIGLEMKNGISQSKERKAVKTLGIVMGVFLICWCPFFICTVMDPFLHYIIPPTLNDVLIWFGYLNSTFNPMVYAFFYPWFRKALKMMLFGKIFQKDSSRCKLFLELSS
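Test system: RD-HGA16 (CHO) cells co-expressing Gα16 and hTAAR1; dosing: one-point dosing at 3 µM (nominal); timing: 17-24 h seeding, 75 min 37 °C dye, 30 min RT; signal: kinetic Fluo-8 calcium fluorescence; read-out basis: % activation relative to PEA EC100 response; controls: DMSO and PEA EC100; replicates: n 1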
CHRM1 antagonist = human M1 muscarinic receptor antagonists, primary screen, CHO-K1 cells, Fluo-8 calcium fluorescence, 1536-well; Muscarinic acetylcholine receptor M1 (Homo sapiens), P11229; CHO-K1 hM1, ACh EC80 antagonist; inhibition, % at 3 µM; 1.3% of 360,000 active; AID 588852, 2011;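 active = percent inhibition above its own plate's cutoff, namely the mean of that plate's compound wells plus 3 SD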;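 also: peak over basal fluorescence ratio during 140 s after agonist addition; 0% = ACh EC80 plus DMSO and 100% = DMSO alone without agonist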
CHRM5 PAM = human M5 muscarinic receptor positive allosteric modulators, primary screen, CHO-K1 cells, Fluo-8 calcium fluorescence. activation, % at 3 µM. 0.3% of 360,000 active. CHO-K1 hM5, ACh EC20 PAM; 0% = ACh EC20, 100% = ACh EC100. Muscarinic acetylcholine receptor M5 (Homo sapiens), P08912;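 active = activation above the run cutoff, the mean activation of all test compounds plus 3 SD, cut at about 18% in these data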
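Measured by: Fluo-8 calcium fluorescence; material: human M5 receptor in CHO-K1 cells; schedule: Post-acetylcholine fluorescence recording 140 s; benchmarks: low control EC20 acetylcholine (0%), high control EC100 acetylcholine (100%); read-out: Max/basal fluorescence ratio as % of EC20–EC100 ACh window; compound: single dose, 3 µM nominal final test concentration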
M4 antag = human M4 muscarinic receptor antagonists, primary screen, CHO cells, Fluo-8 calcium fluorescence | Muscarinic acetylcholine receptor M4 (Homo sapiens), P08173 | CHO-hM4 cells, ACh EC80 | inhibition, % at 3 µM | 0.73% of 360,000 active | AID 624125, 2012;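 active = inhibition above its plate's cutoff, the mean inhibition of sample wells plus 3 SD, cut at about 27% in these data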;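 also: 0% = acetylcholine EC80 with DMSO and 100% = DMSO without agonist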
M4 ag = human M4 muscarinic receptor agonists, primary screen, CHO-K1 cells, Fluo-8 calcium fluorescence; CHO-K1 hM4/Gqi5; vehicle 0%, full acetylcholine response 100%; activation, % at 3 µM; 0.14% of 360,000 active;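 active = activation above the run mean over all test wells plus 3 SD, cut at about 32% in these data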;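 also: peak over basal fluorescence ratio per well then scaled between controls; 0% = DMSO wells and 100% = acetylcholine at EC100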
CHRM1 PAM = human M1 muscarinic receptor positive allosteric modulators, primary screen, CHO-K1 cells, Fluo-8 calcium fluorescence, 1536-well; Muscarinic acetylcholine receptor M1 (Homo sapiens), P11229; CHO-K1 hM1, ACh EC20; 0% = ACh EC20, 100% = maximal ACh; activation, % at 3 µM; 0.088% of 360,000 active; in the data active = activation above about 19%, passing the limit was not always enough
* = called active by the depositor.

What do the screens show for `CCOc1ccc(-c2ncncc2-c2ccc(OC)cc2)c(O)c1`?
M5 ag: -6; CHRM1 agonist: -5; CHRM5 antagonist: -7; TAAR1 agonist: 10; CHRM1 antagonist: -2; CHRM5 PAM: -4; M4 antag: -9; M4 ag: 1; CHRM1 PAM: -1

How did O=C(CNC(=O)c1cccc(Cl)c1)NCC(c1cccs1)N1CCOCC1 (stereo not drawn) do in these assays?
M5 ag: -2; CHRM1 agonist: 6; CHRM5 antagonist: -6; TAAR1 agonist: 1; CHRM1 antagonist: -12; CHRM5 PAM: 5; M4 antag: -19; M4 ag: 2; CHRM1 PAM: 21

Results for O=C(O)COc1ccccc1/C=N/NC(=O)CSc1nc2ccccc2c(=O)n1-c1ccccc1 ?
M5 ag: 2; CHRM1 agonist: -2; CHRM5 antagonist: 7; TAAR1 agonist: -4; CHRM1 antagonist: -11; CHRM5 PAM: 4; M4 antag: 3; M4 ag: 0; CHRM1 PAM: 6

How did CCCC(c1nnnn1Cc1ccc(F)cc1)N1CCN(C2CCCCC2)CC1 (stereo not drawn) do in these assays?
M5 ag: -8; CHRM1 agonist: -5; CHRM5 antagonist: 1; TAAR1 agonist: 8; CHRM1 antagonist: -26; CHRM5 PAM: -3; M4 antag: -10; M4 ag: 5; CHRM1 PAM: 2

How did CCN(CC)C(=O)Cn1cc(S(=O)(=O)CC(=O)Nc2ccc3c(c2)OCCO3)c2ccccc21 do in these assays?
M5 ag: -7; CHRM1 agonist: -5; CHRM5 antagonist: -1; TAAR1 agonist: 0; CHRM1 antagonist: -8; CHRM5 PAM: 9; M4 antag: 2; M4 ag: 1; CHRM1 PAM: 7

How did Cc1ccc(S(=O)(=O)NC(=O)Nn2c(C)nnc2C)cc1 do in these assays?
M5 ag: 0; CHRM1 agonist: -2; CHRM5 antagonist: -3; TAAR1 agonist: 3; CHRM1 antagonist: -18; CHRM5 PAM: 5; M4 antag: 3; M4 ag: 1; CHRM1 PAM: 7

How did CCOc1ccccc1CN1CCN(Cc2[nH]c3ccccc3c2C)CC1CCO (stereo not drawn) do in these assays?
M5 ag: -2; CHRM1 agonist: -6; CHRM5 antagonist: -2; TAAR1 agonist: 9; CHRM1 antagonist: 0; CHRM5 PAM: 1; M4 antag: 10; M4 ag: 10; CHRM1 PAM: 7

How did CCNC(=S)N/N=C/c1cccs1 do in these assays?
M5 ag: -8; CHRM1 agonist: -4; CHRM5 antagonist: 1; TAAR1 agonist: 9; CHRM1 antagonist: -24; CHRM5 PAM: 2; M4 antag: -9; M4 ag: 1; CHRM1 PAM: 3

Results for Cn1cc(/C=C(\NC(=O)c2ccccc2Cl)C(=O)NCCN2CCOCC2)c2ccccc21 ?
M5 ag: -4; CHRM1 agonist: -3; CHRM5 antagonist: 2; TAAR1 agonist: 2; CHRM1 antagonist: -4; CHRM5 PAM: -5; M4 antag: -8; M4 ag: 7; CHRM1 PAM: 7

Results for COc1ccc(/C(O)=C2\C(=O)C(=O)N(CCN(C)C)C2c2cccc(OC)c2OC)cc1 (stereo not drawn) ?
M5 ag: 0; CHRM1 agonist: -5; CHRM5 antagonist: -2; TAAR1 agonist: 3; CHRM1 antagonist: 0; CHRM5 PAM: 2; M4 antag: 8; M4 ag: 0; CHRM1 PAM: 4

What do the screens show for `O=[N+]([O-])c1ccccc1S(=O)(=O)NC1CCCC1`?
M5 ag: -3; CHRM1 agonist: -8; CHRM5 antagonist: 13; TAAR1 agonist: 6; CHRM1 antagonist: 3; CHRM5 PAM: -5; M4 antag: -6; M4 ag: 11; CHRM1 PAM: 2

How did O=[N+]([O-])c1ccc(Nc2ccccc2O)c2nonc12 do in these assays?
M5 ag: 4; CHRM1 agonist: -1; CHRM5 antagonist: 8; TAAR1 agonist: 4; CHRM1 antagonist: -4; CHRM5 PAM: -6; M4 antag: 6; M4 ag: 14; CHRM1 PAM: -1

Results for Cc1cc2ncn(C(=O)N3CCCCCC3)c2cc1C ?
M5 ag: -4; CHRM1 agonist: -4; CHRM5 antagonist: -8; TAAR1 agonist: 16; CHRM1 antagonist: -18; CHRM5 PAM: 5; M4 antag: -5; M4 ag: 1; CHRM1 PAM: 6

What do the screens show for `CCn1ccnc1CNC(=O)CC1C(=O)NCCN1CCCc1ccccc1` (stereo not drawn)?
M5 ag: -3; CHRM1 agonist: -5; CHRM5 antagonist: 9; TAAR1 agonist: 6; CHRM1 antagonist: -10; CHRM5 PAM: -7; M4 antag: 3; M4 ag: 1; CHRM1 PAM: 6

What do the screens show for `c1coc(-c2cc3nc(NC4CCCCC4)ccn3n2)c1`?
M5 ag: 1; CHRM1 agonist: -4; CHRM5 antagonist: 19; TAAR1 agonist: 0; CHRM1 antagonist: 22; CHRM5 PAM: -8; M4 antag: 9; M4 ag: 2; CHRM1 PAM: -9

What do the screens show for `CCOC(=O)C1(CC)Oc2ccccc2C(c2ccc(OC)cc2)=C1C(=O)OC` (stereo not drawn)?
M5 ag: -1; CHRM1 agonist: -3; CHRM5 antagonist: 4; TAAR1 agonist: 1; CHRM1 antagonist: -2; CHRM5 PAM: -8; M4 antag: -13; M4 ag: -3; CHRM1 PAM: -1

What do the screens show for `O=C(c1cc(=O)[nH]c2ccccc12)N1CCN(S(=O)(=O)c2ccc3ccccc3c2)CC1`?
M5 ag: 2; CHRM1 agonist: -1; CHRM5 antagonist: 19; TAAR1 agonist: 19; CHRM1 antagonist: 21; CHRM5 PAM: -20; M4 antag: 16; M4 ag: 12; CHRM1 PAM: -4

How did CC(=O)Oc1ccc(S(=O)(=O)c2ccc(OC(C)=O)cc2)cc1 do in these assays?
M5 ag: 7; CHRM1 agonist: 0; CHRM5 antagonist: 0; TAAR1 agonist: 2; CHRM1 antagonist: 1; CHRM5 PAM: -1; M4 antag: -12; M4 ag: 2; CHRM1 PAM: -1

How did CCC1(C)CC(c2csc(N)n2)CCO1 (stereo not drawn) do in these assays?
M5 ag: 2; CHRM1 agonist: -6; CHRM5 antagonist: -3; TAAR1 agonist: 4; CHRM1 antagonist: -10; CHRM5 PAM: 9; M4 antag: 14; M4 ag: 0; CHRM1 PAM: 14

Results for N#Cc1cnn2cc(-c3ncc(C(F)(F)F)cc3Cl)cnc12 ?
M5 ag: 0; CHRM1 agonist: -4; CHRM5 antagonist: -4; TAAR1 agonist: 5; CHRM1 antagonist: 4; CHRM5 PAM: -14; M4 antag: 0; M4 ag: 5; CHRM1 PAM: -2

How did CC(C)CNC(=O)C(=O)NNC(=O)c1ccco1 do in these assays?
M5 ag: -1; CHRM1 agonist: -6; CHRM5 antagonist: 4; TAAR1 agonist: 1; CHRM1 antagonist: 7; CHRM5 PAM: 1; M4 antag: 5; M4 ag: 0; CHRM1 PAM: 3

Results for O=C(CCC1CCCN(Cc2ccc3c(c2)CCO3)C1)NCc1ccc(F)c(F)c1 (stereo not drawn) ?
M5 ag: -10; CHRM1 agonist: -12; CHRM5 antagonist: -2; TAAR1 agonist: 6; CHRM1 antagonist: 33*; CHRM5 PAM: 2; M4 antag: 20; M4 ag: 0; CHRM1 PAM: -30

What do the screens show for `CN1c2ccsc2/C(=N/Nc2ccccc2)CS1(=O)=O`?
M5 ag: -4; CHRM1 agonist: -8; CHRM5 antagonist: -9; TAAR1 agonist: 27; CHRM1 antagonist: -6; CHRM5 PAM: 1; M4 antag: 0; M4 ag: 3; CHRM1 PAM: 6

How did N#CCc1nc2n(n1)Cc1ccccc1-2 do in these assays?
M5 ag: 0; CHRM1 agonist: 3; CHRM5 antagonist: -4; TAAR1 agonist: 17; CHRM1 antagonist: 0; CHRM5 PAM: 3; M4 antag: 4; M4 ag: -1; CHRM1 PAM: 12

How did COC(=O)CN1C(=O)Nc2ccc(Br)cc2C1c1ccccc1 (stereo not drawn) do in these assays?
M5 ag: -12; CHRM1 agonist: -6; CHRM5 antagonist: 6; TAAR1 agonist: 11; CHRM1 antagonist: 3; CHRM5 PAM: -22; M4 antag: 15; M4 ag: 1; CHRM1 PAM: -21

What do the screens show for `Cc1c(NS(=O)(=O)c2cc([N+](=O)[O-])ccc2Cl)c(=O)n(-c2ccccc2)n1C`?
M5 ag: -2; CHRM1 agonist: -4; CHRM5 antagonist: 2; TAAR1 agonist: 0; CHRM1 antagonist: -15; CHRM5 PAM: 6; M4 antag: 0; M4 ag: 1; CHRM1 PAM: 11

How did CCN1CCN(C(=O)/C=C/c2ccc(OC)c(OC)c2)CC1 do in these assays?
M5 ag: -2; CHRM1 agonist: -5; CHRM5 antagonist: 15; TAAR1 agonist: 1; CHRM1 antagonist: -4; CHRM5 PAM: -3; M4 antag: -4; M4 ag: 0; CHRM1 PAM: 1

High-throughput results: PubChem, The Scripps Research Institute Molecular Screening Center

An excerpt, so the mix of outcomes need not match the whole.
